Source: PubChem BioAssay (several laboratories)
IDE act = boosts human insulin-degrading enzyme activity in HEK cells; FAbeta-B cleavage, fluorescence polarization; 0% vehicle, 100% cell-free pure enzyme wells; activation, % at 5.96 µM; AID 493087; P14735; 340,000 compounds, 0.073% hits;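 active means activation above the mean of all tested compounds plus 3 SD, set per screening campaign, cut at about 17% in these data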
Target sequence (P14735 whole entry, looked up): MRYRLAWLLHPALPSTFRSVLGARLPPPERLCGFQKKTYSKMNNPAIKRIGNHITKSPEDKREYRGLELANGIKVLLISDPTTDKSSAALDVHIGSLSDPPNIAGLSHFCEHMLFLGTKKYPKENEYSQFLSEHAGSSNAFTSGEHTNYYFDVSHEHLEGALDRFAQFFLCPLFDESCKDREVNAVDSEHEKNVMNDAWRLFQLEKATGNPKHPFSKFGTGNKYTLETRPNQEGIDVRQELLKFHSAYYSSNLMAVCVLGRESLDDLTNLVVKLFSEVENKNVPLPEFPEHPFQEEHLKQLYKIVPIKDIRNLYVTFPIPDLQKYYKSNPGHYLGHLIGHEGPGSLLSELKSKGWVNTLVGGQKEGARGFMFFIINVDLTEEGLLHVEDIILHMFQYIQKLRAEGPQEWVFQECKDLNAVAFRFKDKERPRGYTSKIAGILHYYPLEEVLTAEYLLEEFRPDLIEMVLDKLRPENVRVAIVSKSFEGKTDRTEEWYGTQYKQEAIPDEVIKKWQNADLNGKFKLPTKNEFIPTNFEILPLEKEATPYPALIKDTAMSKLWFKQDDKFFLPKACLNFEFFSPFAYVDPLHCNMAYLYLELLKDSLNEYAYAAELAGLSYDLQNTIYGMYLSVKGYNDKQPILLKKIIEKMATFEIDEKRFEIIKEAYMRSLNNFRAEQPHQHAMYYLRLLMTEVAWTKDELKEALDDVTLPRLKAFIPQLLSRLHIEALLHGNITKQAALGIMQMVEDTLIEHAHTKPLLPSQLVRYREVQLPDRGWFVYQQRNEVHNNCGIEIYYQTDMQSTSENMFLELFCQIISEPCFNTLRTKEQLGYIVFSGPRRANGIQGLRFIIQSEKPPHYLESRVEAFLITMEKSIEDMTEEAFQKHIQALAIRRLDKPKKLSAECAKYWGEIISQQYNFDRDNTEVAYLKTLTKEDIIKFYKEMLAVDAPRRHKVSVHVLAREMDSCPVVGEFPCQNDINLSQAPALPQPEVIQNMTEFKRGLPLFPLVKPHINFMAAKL
MEKK2mut PB1 HTS = signal of MEK5 binding to mutant human MEKK2 PB1 domain | bead flow cytometry, Alexa488-MEK5 binding to MEKK2 mutant | percent response, % at 10 µM | 290,000 compounds, 0.35% hits; in the data active means percent response above about 24%, passing the limit was not always enough; further: inactives centre near 1; some results filed as inactive read as strong as hits; reference of the scale not given here
p-CIP stab down = p/CIP protein destabilization | F442A p/CIP-EGFP cells, EGFP fluorescence, 16 h | decrease of EGFP signal, % at 10 µM | 290,000 compounds, 0.01% hits | AID 1984;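 active means EGFP signal decrease of at least 30% at 10 µM or well 3 SD below plate mean, unless failing retest; inactive means the rest, including hits failing retest or dose response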; further: some compounds called inactive have numbers as strong as hits; many of its hits are not listed in these tables
MEKK2wt PB1 HTS = raises or lowers MEK5 binding to wildtype human MEKK2 PB1 domain; bead flow cytometry, Alexa488-MEK5 binding to MEKK2 WT; actives lie on both sides; binding response (% of control), % at 10 µM; 290,000 compounds, 1.1% hits; AID 1531; in the data active means binding response below about 67% or above about 130%
NALP1 inh = NALP1 inhibition. 280,000 compounds, 0.61% hits. inhibition, % at 10 µM. S. cerevisiae NALP1/ASC/caspase-1 growth, X-gal OD620, 72 h; in the data active means inhibition mostly above about 24%, no sharp cut-off; inactive means mostly below about 32%; further: some compounds called inactive have numbers as strong as hits
MEKK3 PB1 HTS = MEKK3-MEK5 PB1 interaction, increase or decrease | 290,000 compounds, 1.4% hits | AID 1529 | Q99759 | binding response (% of control), % at 10 µM | bead-based flow cytometry, Alexa488-MEK5 binding to MEKK3; actives lie on both sides; 0 = blocked by unlabeled MEK5, 100 = vehicle;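 active means binding response more than 3 SD above or below the average of its plate-row segment, actives on both sides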;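 further: Alexa488 bead fluorescence after subtracting the streptavidin-only scavenger bead signal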
IDE cell inh = inhibitors of human insulin-degrading enzyme in cells | inhibition, % at 5.59 µM | 320,000 compounds, 0.41% hits | AID 434962 | P14735 | HEK cells, FAbetaB cleavage, fluorescence polarization;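 active means percent inhibition above the average of all tested compounds plus 3 SD, set per screening campaign, cut at about 16% in these data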;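 further: IDE supplied by intact live HEK cells; FP after avidin binding of uncleaved biotin substrate so inhibition keeps polarization high; 0% = DMSO wells and 100% = 60 µM reference IDE inhibitor Ii1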
UBC9 SUMO inh = SUMOylation inhibition; HTRF SUMOylation assay, SAE1/SAE2 + UBC9, in vitro; P63279; 290,000 compounds, 0.36% hits; inhibition, % at 35 µM; in the data active means inhibition above about 50%, passing the limit was not always enough; further: strong numbers were not always called active
M18AAP inhibitor = PfM18AAP enzyme inhibition | recombinant PfM18AAP, H-Glu-NHMec fluorogenic cleavage | inhibition, % at 7.35 µM | 290,000 compounds, 1.2% hits | AID 1822;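 active means inhibition above the campaign mean inhibition over all tested compounds plus 3 SD, cut at about 28% in these data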;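 further: 0% = plate median of test compound wells and 100% = 2 mM ZnCl2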
An asterisk follows results filed as active; nt = no result given; [ ] = dose if it differs, or a comment.

SMILES	IDE act	MEKK2mut PB1 HTS	p-CIP stab down	MEKK2wt PB1 HTS	NALP1 inh	MEKK3 PB1 HTS	IDE cell inh	UBC9 SUMO inh	M18AAP inhibitor
CCC(Oc1ccc(C)cc1)C(=O)Nc1ccc(S(=O)(=O)Nc2nccs2)cc1 (stereo not given)	8	1	-5	103	13	105	-2	-13	1
O=C1CCCC/C1=C/Nc1ccc(C(=O)O)cc1	7	1	1	102	13	97	2	5	12
O=C(Nc1ccccc1)c1nnsc1S(=O)(=O)c1ccc(Cl)cc1	-2	4	-5	102	20	101	7	25	-96
COCc1cc(C)nc(N2CCc3ccccc32)c1C#N	-1	-4	-2	95	-23	92	5	-3	0
CSc1nn(-c2ccc(C(=O)OCC(=O)NC(=O)NC(C)C)cc2)c(=S)s1	5	-7	2	88	35	84	4	-10	-5
CCn1ncc(/C=C/C(=O)Nc2c(C)nn(Cc3ccc(Cl)cc3Cl)c2C)c1C	5	5	-4	101	4	98	5	-16	1
COc1cc(/C=C/C(=O)N2CCN(Cc3ccccc3)CC2)cc(OC)c1OC	-3	5	-10	102	4	105	6	13	-6
Cc1ccnc(NC(=O)c2cc(-n3cnnc3)ccc2Cl)c1	-2	-1	-4	98	2	100	1	-4	0
CCOC(=O)c1c(C)c(C(=O)NC(C)COC)c(C)n1CC (stereo not given)	-1	2	6	95	43	96	3	-8	0
COc1ccccc1CNS(=O)(=O)c1c(C(=O)N2CCCC2)c(C)n(C)c1C	-2	0	8	103	9	101	6	-3	-4
Cc1[nH]c2c(C)cccc2c(=O)c1CN1CCCCCC1	3	11	0	122	1	105	2	-9	-3
COC(=O)c1cc(C)nc(Sc2ccccc2NC(C)=O)n1	nt	-14	-1	86	11	84	2	7	-13
O=C(NCc1ccco1)/C(=C\c1cccs1)NC(=O)c1ccsc1	4	-3	-6	96	23	89	11	30	-14
CC(C)N(C(=O)CSc1nnc(NC(=O)C2CCC2)s1)C(C)C	5	4	2	112	16	115	7	-16	-2
COc1ccccc1/C=C\C=N\NC(=O)c1ccco1	9	-2	-4	95	-10	93	1	12	2
COc1ccc(N2CCN(C(=S)Nc3cccc(C)c3C)CC2)cc1	0	-10	-11	87	12	83	1	7	-7
CN1CCN(c2ccc(NC(=O)c3ccc([N+](=O)[O-])o3)cc2Cl)CC1	-1	2	-10	109	15	103	2	-5	1
COc1cc(CNCCCN2CCOCC2)c(Br)cc1OC(C)C	-4	4	-6	107	6	106	nt	7	-12
O=C(CCC1COc2ccccc2O1)Nc1ccccn1 (stereo not given)	2	16	-5	119	17	117	-2	7	3
CCn1cc(C2=NC(C)(C)CO2)c2ccccc21	5	3	-9	104	9	104	-1	-2	5
Cc1ccc(N2CC(C(=O)Nc3ccc(S(=O)(=O)Nc4nccs4)cc3)CC2=O)cc1 (stereo not given)	-6	9	-3	106	13	108	3	14	0
Cn1nc(-c2ccccc2)c2cc([N+](=O)[O-])ccc21	4	7	1	107	9	108	3	8	2
Cc1ccc(CC2S/C(=N/c3ccccn3)NC2=O)cc1 (stereo not given)	7	0	-9	97	-3	101	8	21	2
O=C(Cc1ncc(C(F)(F)F)cc1Cl)Nc1cccc(Br)c1	0	-8	-10	72	5	80	-4	10	2
COc1ccc(NC(=O)c2ccc3c(=O)n(-c4ccc(OC)cc4OC)c(=S)[nH]c3c2)c(OC)c1	-6	-2	4	99	2	108	6	9	-6
Cc1ccc(Cn2ccc(=O)c(Cc3c(Cl)cccc3Cl)c2C)cc1	3	13	-13	105	20	109	0	14	2
COc1ccc(Br)cc1CN(C)CC(=O)NCCc1ccccc1	5	-4	7	100	-2	100	-2	6	7
COC(=O)c1cc(NS(=O)(=O)c2cccc(Cl)c2)ccc1N1CCOCC1	7	-2	-20	101	nt	101	-1	-3	11
CC1(C)CC(=O)C(N=Nc2cc3c(cc2[N+](=O)[O-])OCCO3)=C(O)C1	-8	-2	-40	97	18	92	1	23	-9
COc1cc(C(=O)OCCCOC(=O)c2cc(OC)c(OC)c(OC)c2)cc(OC)c1OC	5	9	3	109	7	102	0	5	2
C=C(C)c1cccc(C(C)(C)NC(=O)NCc2cccnc2)c1	0	-8	-12	85	12	99	2	15	-2
COc1cccc(C2c3c(oc4ccccc4c3=O)C(=O)N2c2ccccn2)c1 (stereo not given)	0	1	0	98	2	99	3	6	-8
CC1c2[nH]c3ccccc3c2C[C@H]2C(=O)N(CCO)CC(=O)N12 (stereo not given in full)	4	10	-1	108	4	106	1	14	4
CCCCOC(=O)C1C2C=C[C@]3(CN(CCCOC)C(=O)[C@H]13)O2 (stereo not given in full)	5	10	-10	101	19	99	-2	16	9
O=C(Nc1ccc(Cl)cc1)C1CCCC1	2	4	-8	99	7	99	nt	-1	-8
Cc1ccc2c(C)c(C(=O)Nc3c(C)n(C)n(-c4ccccc4)c3=O)oc2c1C	5	-2	-5	94	37	93	3	16	6
CC(C)c1nc(-c2ccc([N+](=O)[O-])cc2)cs1	-1	0	6	101	7	114	4	-1	-2
COc1ccc(CN2CCCC(CO)(Cc3ccc(F)cc3F)C2)cc1 (stereo not given)	0	5	0	109	3	100	-2	5	0
O=C(C1=C[C@H](c2coc3ccccc3c2=O)C[C@H](OCc2ccc(CO)cc2)O1)N1CCOCC1	3	6	2	104	0	84	4	9	2
C=C(C)c1sc(-c2ccc(Cl)cc2)nc1C	-4	4	nt	102	nt	103	2	nt	nt

Pulled by compound from above (three):
SMILES	IDE act	MEKK2mut PB1 HTS	p-CIP stab down	MEKK2wt PB1 HTS	NALP1 inh	MEKK3 PB1 HTS	IDE cell inh	UBC9 SUMO inh	M18AAP inhibitor
COc1ccc(NC(=O)c2ccc3c(=O)n(-c4ccc(OC)cc4OC)c(=S)[nH]c3c2)c(OC)c1	-6	-2	4	99	2	108	6	9	-6
COc1ccc(CN2CCCC(CO)(Cc3ccc(F)cc3F)C2)cc1 (stereo not given)	0	5	0	109	3	100	-2	5	0
CCCCOC(=O)C1C2C=C[C@]3(CN(CCCOC)C(=O)[C@H]13)O2 (stereo not given in full)	5	10	-10	101	19	99	-2	16	9

Remaining list, next part.
SMILES	IDE act	MEKK2mut PB1 HTS	p-CIP stab down	MEKK2wt PB1 HTS	NALP1 inh	MEKK3 PB1 HTS	IDE cell inh	UBC9 SUMO inh	M18AAP inhibitor
Clc1ccc(-c2nnc(SCc3nc4ccccc4s3)o2)cc1	5	0	-4	109	41	150*	-2	-12	2
CCOC(=O)CCCNC(=O)CN1C(=O)NC2(CCCCCC2)C1=O	2	3	-2	101	-6	99	-2	-6	1
CCOc1nc(Nc2ccc(OC)c(Cl)c2)nc(N2CCN(c3ccc(OC)cc3)CC2)n1	-6	33*	-4	77	-3	79*[inhibitor]	0	6	-3
O=C(c1ccccc1)c1cc(-c2ccccc2)on1	-4	-5	5	98	8	96	1	-8	4
Cc1ccc(-n2cc(CNCCCN3CCCC3=O)c(-c3ccc(F)cc3)n2)cc1	7	29	10	136	-4	106	-3	-3	0
O=C(Cc1cn2ccsc2n1)Nc1cccc2cnccc12	4	-2	-4	94	0	99	0	14	-3
Cc1ccc2cc3cc(C(=O)NCc4ccco4)oc3nc2c1	12	7	1	109	8	105	3	3	2
COc1ccc(N2CCN(C(=O)c3c(Cl)cnn3C)CC2)cc1	8	9	-1	105	5	102	-2	9	-1
CCOc1ccc(NC(=O)NC(C)c2ccc3c(c2)OCO3)cc1 (stereo not given)	0	7	-1	108	16	104	4	42	-4
COc1ccccc1NC(=S)N1C2CCC1CC(NC(=O)NC13CC4CC(CC(C4)C1)C3)C2 (stereo not given)	2	-5	-5	93	16	94	-5	6	-1
COc1ccc(NC(=O)C2CCCCN2N)cc1OCC(C)C (stereo not given)	-6	0	3	102	5	101	-3	-1	-3
CC(C)C(=O)N1CCN(c2ccc([N+](=O)[O-])c(NC(C)c3ccccc3)c2)CC1 (stereo not given)	0	-2	4	91	10	94	-5	-6	6
NS(=O)(=O)c1ccccc1	2	1	2	104	nt	108	3	-16	16
COc1cc(C)ccc1OCc1cc(C(=O)N(Cc2c(C)nn(C)c2C)C2CC2)no1	6	2	-7	103	7	100	3	10	5
COc1cccc(Cn2nnc(C(=O)NCc3ccc4c(c3)OCO4)c2N)c1	3	3	-2	107	-1	102	-1	9	-1
O=C(C1CC1)N1N=C(C2CCCCC2)CC1(O)C(F)(F)F (stereo not given)	6	2	-3	103	-6	104	6	6	-3
O=C(NC1CCN(Cc2cccc([N+](=O)[O-])c2)CC1)c1ccccc1	1	0	-16	98	-9	95	3	-4	3
COc1ccc(Nc2c3ccccc3nc3ccccc23)cc1	3	5	-10	115	nt	99	3	3	3
Cc1[nH][nH]c(=O)c1C(c1ccc(-c2ccc(F)cc2)o1)c1c(C)[nH][nH]c1=O	-3	-8	-7	91	-14	99	4	87	14
CCOc1ccc(-c2cc(NC(=O)c3c(F)cccc3F)c(C(=O)O)s2)cc1	4	-7	4	97	22	95	nt	6	8
COCc1nc2ccccc2n1CCCOc1ccccc1	4	21	-9	107	5	106	-3	-20	-2
Cc1ccc(C)c(CNS(=O)(=O)c2c(C(=O)N3CCCC3)c(C)n(C)c2C)c1	6	-2	12	100	10	98	2	-8	5
CCOc1cc(/C=N/Nc2ncc(C)c(=O)[nH]2)ccc1O	3	1	8	105	-11	103	2	13	23
CCOC(=O)c1cnc(-n2nc(C)cc2C)nc1Nc1ccc(O)cc1	-4	-2	-49	101	-3	101	-3	5	-1
CN(C)c1c(N)c(=O)oc2ccccc12	0	1	-2	95	16	93	3	1	26
CN(Cc1c(C(=O)N/N=C/c2ccccc2F)nnn1-c1nonc1N)c1ccccc1	-2	0	-5	104	6	105	-3	-11	0
CCOc1ccccc1C1CC(=O)Nc2cc(OC)c(OC)c(OC)c21 (stereo not given)	0	-6	-5	88	16	89	-4	9	-5
COc1ccc(/C=N/NC(=O)CCNc2n[nH]c(=O)[nH]c2=O)c(OC)c1	-7	-1	11	104	-7	111	-1	6	2
Cc1cc(=O)[nH]c(SCc2nc3ccccc3s2)n1	-2	14	10	103	17	99	2	-7	-2
O=S(=O)(Cc1cc(Oc2ccccc2)nc(-c2ccccc2)n1)c1ccccc1	8	-10	-11	91	12	93	-4	-2	2
CC(C)(C)[C@H]1C=C(C(=O)N2CCN(Cc3ccccc3)CC2)O[C@@H](OCc2ccc(CO)cc2)C1	4	8	-5	106	2	109	4	-9	6
O=C(O)c1cccc(NS(=O)(=O)c2cc(S(=O)(=O)c3ccc(Cl)cc3)ccc2Cl)c1	2	2	0	101	13	101	1	16	5
CN(C)c1cc[n+](CC(=O)Nc2ccc([N+](=O)[O-])cc2Cl)cc1	2	2	8	109	8	107	-1	-25	-1
COc1ccc(NC(=O)C2CCCN2C(=O)NCc2ccccc2)cc1OC (stereo not given)	5	-3	-7	89	-11	105	-11	8	3
CS(=O)(=O)N(CCc1ccccc1)CC(=O)N1CCc2ccccc2C1	2	2	-14	105	5	103	0	0	4
O=S(NC1CCCCC1)C12CC3CC(CC(C3)C1)C2 (stereo not given)	-2	-12	-4	83	18	75	3	8	4
CSC(SC)=C(C#N)C(=O)c1ccccc1	-1	3	-4	106	-8	105	1	20	-13
Cc1ccc2c(c1)C(=O)C(=O)N2CC(=O)Nc1ccc(N2CCOCC2)cc1	-7	-2	-11	91	15	103	-2	-2	2
CCOC(=O)N1CCN(C(=O)Cn2cnc3ccccc3c2=O)CC1	4	-1	-5	99	-7	99	4	15	3

Profiles as entered above. Screens in order: IDE act	MEKK2mut PB1 HTS	p-CIP stab down	MEKK2wt PB1 HTS	NALP1 inh	MEKK3 PB1 HTS	IDE cell inh	UBC9 SUMO inh	M18AAP inhibitor
Record of CN(C)c1cc[n+](CC(=O)Nc2ccc([N+](=O)[O-])cc2Cl)cc1 = 2	2	8	109	8	107	-1	-25	-1
Record of O=C(O)c1cccc(NS(=O)(=O)c2cc(S(=O)(=O)c3ccc(Cl)cc3)ccc2Cl)c1 = 2	2	0	101	13	101	1	16	5

These rows are one share of the data; the hit share may differ from the screen's.
